# TGFb inhibitor: qHTS for Inhibitors of TGF-b. HepG2 CAGA-GFP TGF-b/SMAD3 reporter, GFP fluorescence, 18 h; TGF-beta stimulated, 500 pg/mL final. Potency, µM (top dose mostly 46.1 µM), inactives show at the top dose activity, negative = inhibition, actives largely listed as inhibitors. 1.2% of 410,000 active; further: potency means the concentration at half of the fitted maximal effect; on the % scale 0 is the no-effect control and ±100 the full control effect; nearly all actives have a fitted effect of over 65% in size
#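 HEPG2 CAGA-GFP reporter cells (1000/well, DMEM with 1% FBS) received compounds, then recombinant TGF-beta at 500 pg/mL final for 18 hours at 37 degrees C. Per-cell GFP summed per well was normalised to unstimulated and stimulated DMSO controls before curve fitting.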
# ATXN2 expr inh: Primary qHTS for Inhibitors of ATXN expression; 0.72% of 360,000 active; Potency, µM (top dose mostly 57 µM), for inactives: top-dose activity change, negative = inhibition, actives largely listed as inhibitors; HEK-293 ATXN2-luciferase reporter, luminescence, 24 h; AID 1745845, 2022; further: potency means the concentration at half of the fitted maximal effect; on the % scale 0 is the no-effect control and ±100 the full control effect; nearly all actives have a fitted effect of over 55% in size
#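 ATXN2-luciferase reporter cells (luciferase flanked by upstream and downstream ATXN2 gene portions) were treated 24 h at 37 °C with compounds at up to 57 uM. SteadyGlo luminescence gave expression; GF-AFC fluorescence gave viability.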
# HepG2 viability: qHTS for Inhibitors of TGF-b: Cytotox Counterscreen; HepG2 CAGA-GFP viability, ATP luminescence, 18 h; Potency, µM (highest dose often 46.1 µM), for inactives: top-dose activity change, negative = cytotoxicity, usual class: cytotoxic; 0.76% of 410,000 active; AID 588856, 2011; further: potency means the concentration at half of the fitted maximal effect; some results filed as inactive show a strong effect at the top dose
#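 HepG2 CAGA-GFP cells (1000/well, DMEM with 1% FBS) received compound, then TGF-beta at 500 pg/mL final, and were incubated 18 hours at 37 degrees C. Viability was read by CellTiter-Glo luminescence. Media-only wells were set as complete cell-killing and DMSO as no toxicity.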
# Nrf2 inh: Nrf2 qHTS screen for inhibitors; Potency, µM (doses to about 46 µM), without a hit: at the top dose activity change, negative = inhibition, most hits filed as inhibitors; AID 504444, 2011; A549 ARE-Fluc reporter, luciferase luminescence, 18-24 h; 2.1% of 360,000 active; further: potency means the concentration at half of the fitted maximal effect; on the % scale 0 is the no-effect control and ±100 the full control effect; nearly all actives have a fitted effect of over 60% in size
#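 Nrf2 function is reported as luminescence of an ARE-controlled luciferase in A549 cells. Compounds were tested at several concentrations, and a CellTiter-Fluor read on the same wells flagged cytotoxicity.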
# A549 tox: Nrf2 qHTS screen for inhibitors: counterscreen for cytotoxicity; A549 ARE-Fluc cells, CellTiter-Fluor viability, 18-24 h; Potency, µM (highest dose often 46 µM), for the others: at the top dose activity change, negative = cytotoxicity, actives largely listed as inhibitors; 0.16% of 390,000 active; AID 504648, 2011; further: potency means the concentration at half of the fitted maximal effect; on the % scale 0 is the no-effect control and ±100 the full control effect
#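 Cytotoxicity counterscreen: CellTiter-Fluor fluorescence was measured in A549 ARE_Fluc cells after 18-24 h of compound exposure in a concentration series. The subsequent BugLite luminescent read reports ARE-luciferase activity.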
# MCF10A rerep: A quantitative high throughput screen for small molecules that induce DNA re-replication in MCF 10a normal breast cells | Potency, µM (series often up to 46.1 µM), without a hit: at the top dose activity, positive = re-replication, hits mostly activators | 2.9% of 350,000 active | AID 624296, 2012 | MCF 10A DNA re-replication, Hoechst nuclear intensity, 48 h; further: potency means the concentration at half of the fitted maximal effect; % of control where 0% means no effect; nearly all actives have a fitted effect of over 50% in size
# IL-1B inflam inh: qHTS for Inhibitors of Inflammasome Signaling: IL-1-beta AlphaLISA Primary Screen; THP-1 LPS/ATP IL-1B secretion, AlphaLISA, 16 h; stronger effect = lower value; activity change, % at 57.5 µM; 4.7% of 360,000 active; in the data active means activity change below about -50%; inconclusive means mostly about -30% to -49%; further: on the % scale 0 is the no-effect control and ±100 the full control effect
#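 Secreted IL-1B measured by AlphaLISA bead assay after 16 h compound exposure of THP-1 cells; compounds (final up to 57.5 uM) added 1 h before LPS (250 ng/mL) and ATP (1.25 mM) stimulation; lower signal means less secretion.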
# Nrf2 activator: qHTS of Nrf2 Activators; AREc32 ARE-luciferase reporter (MCF7-derived line), luminescence, 24 h; Potency, µM (highest dose often 46.1 µM), inactives show top-dose activation, usual class: activators; 0.31% of 410,000 active; AID 624171, 2012; further: potency means the concentration at half of the fitted maximal effect; % of control where 0% means no effect; nearly all actives have a fitted effect of over 65% in size
#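 Quantitative high-throughput format: AREc32 reporter cells, 1000 per well, received compound by pin transfer and were incubated 24 hr at 37 deg C, 5% CO2, before Steady-Glo luminescence detection.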
# ATXN viability: Viability Counterscreen for Primary qHTS for Inhibitors of ATXN expression; S2 cells (HEK-293 line with an ATXN2-luciferase reporter) viability, CellTiter-Fluor protease fluorescence, 24 h; Potency, µM (series often up to 56.7 µM), most hits filed as cytotoxic; 0.49% of 400,000 active; further: potency means the concentration at half of the fitted maximal effect; nearly all actives have a fitted effect of over 40% in size
# * hit, by the source's call; i = inactive; ? = inconclusive; nt = no result given; [ ] = dose if it differs, or a comment. Unless noted, the call rests on the fitted dose curve; in most records, active means well fitted curve in the direction sought with a large enough effect; inconclusive means small, poorly fitted or top-dose-only effect, or another doubt; inactive means no such curve, though single readings can be large; an effect the other way counts as inactive or inconclusive.
SMILES,TGFb inhibitor,ATXN2 expr inh,HepG2 viability,Nrf2 inh,A549 tox,MCF10A rerep,IL-1B inflam inh,Nrf2 activator,ATXN viability
Cc1ccc(-c2nnn(CC(=O)N(Cc3cccs3)C(C(=O)NC(C)(C)C)c3ccco3)n2)o1 (stereo not given),0%,-6%,-13%,?,-13%,12%,?,0.3%,i
O=C(O)CSCC(=O)N1CCN(S(=O)(=O)c2ccccc2)CC1,1%,-28%,1%,13%,-3%,?,0,-0.4%,i
CCOc1cccc(CN2CCCC(C(=O)Nc3ccc(-c4ccn[nH]4)cc3)C2)c1O (stereo not given),14%,-5%,7%,18%,-8%,-2%,30,-0.7%,i
COc1ccc(/C=N/NC(=O)c2cc[n+]([O-])cc2)cc1,-8%,0%,8%,-4%,6%,?,7,0.1%,i
O=S(=O)(c1ccc(F)cc1)N1CCN(C(=S)NCc2ccco2)CC1,-19%,3%,1%,?,9%,6%,-7,-0.7%[9.22 µM],i
COc1ccc(C(=O)Nc2ccc3oc(-c4ccc5ccccc5c4)nc3c2)cc1Br,-20%,nt,-16%,-4%,-4%,nt,nt,-0.9%,nt
COc1ccccc1NC(=O)Cc1nnc(SCC(=O)c2ccccc2)n1C,14%,-9%,5%,-2%,-1%,-6%,21,-0.2%,i
COc1ccc(/C=C/C(=O)c2cc(Br)ccc(=O)c2O)cc1,?,?,-36%,?,?,?,-2,13µM*,?
CCC(Sc1nnc2c3ccccc3n(CC)c2n1)C(=O)Nc1nnc(C(C)C)s1 (stereo not given),4%,7%,-37%,?,-6%,nt,nt,-0.2%,i
Cc1ccc(C(=O)CNc2ccc(Br)cc2)cc1,-1%,13%,-20%,18%,-11%,-1%,-22,0.4%,i
Cc1ccc(NC(=O)CSc2nc(-c3ccco3)nc3cc(=O)[nH]n23)c(Cl)c1,-1%,3%,4%,6%,-3%,2%,0,4.2%,i
O=C(C[n+]1cccc2ccccc21)c1ccc(Cl)cc1,3%,-9%,-13%,32%,9%,-2%,-2,1.8%,i
Cc1cccc(NC(=O)CCNS(=O)(=O)c2cccc3nsnc23)c1,3%,-5%,7%,-16%,1%,-2%,-28,-0.6%,i
N#C/C(=C\c1c(N2CCCCC2)nc2ccccn2c1=O)S(=O)(=O)c1ccccc1,2%,-23%,-3%,1%,0%,0%,-27,0.1%,i
O[C@H]1C[C@H](c2ccccc2)N(CC2CCCCC2)C[C@@H]1n1cc(-c2ccc(F)cc2)nn1,-2%,-3%,-12%,nt,nt,nt,17,-0.9%,i
O=C(c1ccccc1CCc1ccccc1)N1CCOCC1,-16%,33%,1%,?,7%,0%,-16,-0.1%,i
CN1/C(=C\C(=O)COC(=O)C2COc3ccccc3O2)C(C)(C)c2ccccc21 (stereo not given),-13%,-19%,1%,-12%,-1%,5%,-2,0.4%,i
CC1(C(=O)Nc2ccc3c(c2)OCO3)CCN1C(=O)Cc1cc(F)ccc1F (stereo not given),1%,-3%,-10%,nt,nt,nt,-21,-0.3%,i
Cc1cc(C)n2nc[n+](C)c2n1,11%,-1%,-1%,21%,-6%,-3%,-2,-0.3%,i
O=C(COc1ccccc1-c1ccccc1)NCc1ccco1,-6%,20%,-8%,22%,5%,?,-51*,?,i
CCn1c(CCNC(=O)c2cccs2)nnc1SCC(=O)NC1CCCCC1,-2%,-6%,0%,nt,3%,-3%,11,-0.7%,?
COc1cccc(C2=NS(=O)(=O)N(C)C(C(=O)Nc3cccc(O)c3)=C2)c1,-28%,15%,-4%,-27%,-5%,nt,nt,14%,i
CCCCN(C)Cc1cc(=O)oc2ccc3ccccc3c12,-25%,20%,-2%,-12%,6%,8%,0,1.9%,i
COc1ccc(-c2csc(=NCCO)n2-c2ccccc2)cc1,-13%,-24%,-2%,25%,10%,?,-74*,5.4%,i
O=c1cc(O)nc[nH]1,0%,-19%,9%,1%,-3%,-1%,21,-1.0%,i

# Record cards (already shown). Order of values: TGFb inhibitor | ATXN2 expr inh | HepG2 viability | Nrf2 inh | A549 tox | MCF10A rerep | IL-1B inflam inh | Nrf2 activator | ATXN viability
# `O=C(O)CSCC(=O)N1CCN(S(=O)(=O)c2ccccc2)CC1` is entered as 1% | -28% | 1% | 13% | -3% | ? | 0 | -0.4% | i
# `O=S(=O)(c1ccc(F)cc1)N1CCN(C(=S)NCc2ccco2)CC1` is entered as -19% | 3% | 1% | ? | 9% | 6% | -7 | -0.7%[9.22 µM] | i
# `CCC(Sc1nnc2c3ccccc3n(CC)c2n1)C(=O)Nc1nnc(C(C)C)s1` (stereo not given) is entered as 4% | 7% | -37% | ? | -6% | nt | nt | -0.2% | i

# (listing goes on)
SMILES,TGFb inhibitor,ATXN2 expr inh,HepG2 viability,Nrf2 inh,A549 tox,MCF10A rerep,IL-1B inflam inh,Nrf2 activator,ATXN viability
Cc1ccccc1OC(C)C(=O)Nc1ccc(S(=O)(=O)N2CCCC2)cc1 (stereo not given),7%,-4%,-28%,-12%,1%,?,-10,-0.1%,i
Cc1c(C#N)c(O)n(CCO)c(=O)c1N=Nc1ccccc1,2%,-1%,-7%,3%,0%,9%,9,28%,i
Cc1noc(C)c1CS(=O)(=O)c1ccc(Br)cc1,-2%,2%,-64%,12%,6%,-4%,19,-0.1%,i
Cc1ccccc1-c1nc(CN2CCC(C(=O)NCCCN3CCCC(C)C3)CC2)c(C)o1 (stereo not given),-16%,-30%,-47%,0%,?,7%,nt,1.8%,i
Cn1c2ccc(F)cc2c2nc3ccccc3nc21,-15%,15%,-18%,11%,-6%,6%,-22,?,i
NS(=O)(=O)c1ccc(CCNC(=O)COC(=O)/C=C/c2cc(Br)ccc2F)cc1,2%,?,-5%,-16%,8%,21%,-28,6.4%,i
N#Cc1ccccc1S(=O)(=O)N1CCN(C(=O)CN(Cc2ccco2)Cc2cccs2)CC1,-8%,nt,-32%,nt,nt,nt,-17,0.6%,i
CCC(CCC(=O)Nc1ccn(-c2ccccc2)n1)C(=O)O (stereo not given),-26%,18%,8%,4%,-5%,2%,4,-0.6%,i
Cc1nn(C)cc1S(=O)(=O)Nc1ccc(F)c(F)c1,-3%,-1%,2%,7%,7%,7%,17,-0.2%,i
CCc1cc(C(=O)COc2ccccc2F)c(O)cc1O,-11%,0%,-34%,?,-4%,?,31,18%,?
O=C(O)CC12C[C@H]3C[C@@H](C1)CC(n1ncc(N4CCN(c5ccccc5)CC4)c(Cl)c1=O)(C3)C2,2%,?,-3%,3%,2%,16%,-9,-0.8%,i
CCOc1ccc(CCNC(=O)c2cccc(-n3cnnn3)c2)cc1OCC,0%,-2%,-5%,?,0%,2%,32,0.2%,?
COc1ccc(OC(=O)c2cn(C)nc2C(F)(F)F)cc1,-3%,16%,6%,nt,0%,-10%,19,1.1%,i
COc1ccc(OCC(=O)OCC(=O)Nc2ccc3[nH]c(=O)[nH]c3c2)cc1,-3%,-2%,6%,-5%,0%,0%,3,-0.6%,i
Cn1c(SCC(=O)N2CCOCC2)ncc(C(=O)Nc2ccc(F)cc2)c1=O,1%,nt,4%,nt,-1%,nt,nt,4.4%,nt
CC1CCc2nc3ccc(S(=O)(=O)N4CCC(C(=O)N5CCCCCC5)CC4)cc3c(C(=O)O)c2C1 (stereo not given),-15%,-26%,-16%,6%,6%,-15%,-4,1.0%,i
CCSc1nc2ccccc2n1Cc1nc(N)nc(N(C)C)n1,4%,1%,2%,-6%,-9%,-1%,0,-0.8%,i
CCCC(=O)Nc1cc2c(cc1C(=O)c1ccccc1)OCCO2,?,-10%,6%,nt,-2%,2%,-3,9.8%,i
CC(C)c1cnc2c(c1SCC(=O)NCc1ccccc1Cl)c(=O)n(C)c(=O)n2C,0%,nt,1%,nt,9%,nt,nt,-0.7%,nt
CCOc1ccc(CCNC(=O)c2cc3cc4cc(OC)ccc4nc3s2)cc1OCC,-16%,12%,-12%,-7%,2%,nt,nt,-0.2%,i
Cc1ccc(SCC2(O)CCN(S(=O)(=O)c3ccc(Cl)cc3)CC2)cc1,-14%,-22%,-22%,?,?,?,-18,0.6%,i
COc1ccccc1C(C(=O)NCc1ccc(F)cc1)N(C(=O)c1csnn1)C1CC1 (stereo not given),6%,-4%,-5%,15%,0%,1%,-6,0.2%,i
CCCCC(CC)C(=O)Nc1ccc(S(=O)(=O)N2CCCC2)cc1 (stereo not given),-8%,4%,-9%,?,-18%,12%,-8,-0.4%,i
CSc1ccc(CN(C)CC(=O)NCCc2ccccc2)cc1,-3%,-3%,-14%,-5%,11%,19%,-11,0.0%,i
COC(=O)C1(C)NC(c2ccccc2OC)C2C(=O)N(c3ccccc3)C(=O)C21 (stereo not given),-6%,-8%,-10%,-19%,0%,?,24,-1.1%,i

# Going on with the list:
SMILES,TGFb inhibitor,ATXN2 expr inh,HepG2 viability,Nrf2 inh,A549 tox,MCF10A rerep,IL-1B inflam inh,Nrf2 activator,ATXN viability
Cc1cc(C)nc(SCc2nnc(SCC(=O)N3CCCc4ccccc43)n2C)n1,-9%,4%,-8%,-4%,10%,-5%,13,-0.4%,i
COc1ccc(NC(=O)NC2COc3ccccc3C2)c(OC)c1 (stereo not given),-35%,nt,-7%,nt,1%,nt,nt,0.6%,nt
COc1ccc(N2C(=O)CC(Sc3nnc(-c4ccccc4F)n3C)C2=O)cc1 (stereo not given),19%,?,0%,0%,1%,?,18,-0.4%,nt
CN(C)CCNc1nc(-c2ccccc2F)c2sccc2n1,14%,-16%,-13%,nt,nt,nt,-23,-0.9%[9.22 µM],i
Cc1cc(NC(=O)N(C)CCc2c(C)nn(C)c2C)ccc1Br,-4%,9%,-3%,nt,0%,nt,nt,4.0%,i
CCOc1ccc(CN(C)C(=O)c2cccc(S(=O)(=O)N3CCCC3)c2)cc1OC,1%,nt,-7%,-3%,-4%,0%,-15,0.0%,i
Cc1ccc(N2CCCC2=O)cc1S(=O)(=O)N1CCOCC1,8%,6%,14%,-4%,3%,2%,20,0.6%,i

# Compound activity from PubChem.
